FECH block = inhibitors of human ferrochelatase, primary screen, biochemical, purified FECH, Ni-mesoporphyrin absorbance | Ni-mesoporphyrin absorbance 550 nm | calls only at 10 µM (by protocol) | 20,000 compounds, 3.3% hits;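 active means enzyme reaction rate more than 3 SD below the solvent-only control wells on the same plate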;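 further: lower slope than DMSO wells means FECH inhibition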
Target sequence (P22830 whole entry, looked up): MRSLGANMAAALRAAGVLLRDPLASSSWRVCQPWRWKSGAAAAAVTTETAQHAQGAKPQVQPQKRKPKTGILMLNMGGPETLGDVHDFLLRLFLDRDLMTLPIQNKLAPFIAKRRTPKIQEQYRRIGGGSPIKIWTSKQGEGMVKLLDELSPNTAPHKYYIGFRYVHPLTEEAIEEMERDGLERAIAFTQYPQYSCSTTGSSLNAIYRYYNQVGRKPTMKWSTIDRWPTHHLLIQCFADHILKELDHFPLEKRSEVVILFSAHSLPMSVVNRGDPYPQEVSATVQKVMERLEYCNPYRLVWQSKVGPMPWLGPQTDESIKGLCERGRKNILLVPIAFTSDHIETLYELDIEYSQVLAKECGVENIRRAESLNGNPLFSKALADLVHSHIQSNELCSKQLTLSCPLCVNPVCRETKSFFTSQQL
Calls only; i = inactive; + = active, no number. This is a subset, so the mix of outcomes need not match the whole.

structure | FECH block
CCOc1ccccc1-c1ncnc2scc(C)c12 | i
COc1ccccc1NS(=O)(=O)c1cc(N2C(=O)CCS2(=O)=O)ccc1OC | i
Cc1nc2ncnn2c(Sc2ccc(NC(=O)Nc3ccc(Cl)cc3)cc2)c1C | i
CCn1ccnc1-c1nccn1Cc1ccccc1OC | i
O=c1cc(CN2CCCCC2c2ccccn2)nc2ccc(Cl)cn12 (stereo unspecified) | i
COc1ccc(CN2CCCN(CC(=O)Nc3ccccc3F)S2(=O)=O)cc1 | i
COc1c(F)cccc1C(=O)Nc1cccc(C(=O)NC(C)(C)C)c1C | i
CCC(=O)Nc1ccccc1-c1nnc(SC(CC)C(=O)Nc2cccc(C)c2C)[nH]c1=O (stereo unspecified) | i
CC(=O)c1cc(CN(Cc2ccccc2)Cc2nccs2)cs1 | i
COC(=O)c1cc2n(n1)CCN(C(=O)C(C)N1C[C@@H](C)O[C@@H](C)C1)C2 (stereo partly specified) | i
Cc1c(Cl)cccc1NC(=O)Cc1csc(NC(=O)Nc2cccc(Cl)c2)n1 | i
Cc1noc(C)c1CN(C)Cc1cn[nH]c1C(=O)O | i
CC1CCN(CCNS(=O)(=O)c2ccc3c(c2)CCN3C(=O)CCC(=O)N2CCOCC2)CC1 | i
CCOc1ccc(C(=O)Nc2cc(C)nn2-c2ncnc3c2cnn3-c2ccccc2)cc1OCC | i
O=C(NCc1cccnc1)C1CCCN(C2CCN(c3cnccn3)CC2)C1 (stereo unspecified) | i
Cc1nnsc1CN(C)Cc1c(CO)cnc(C)c1O | i
CCCc1nc(N2CCC(N3CCCC(C(=O)N4CCN(C)CC4)C3)CC2)no1 (stereo unspecified) | i
Cc1ccc(C2CCCN2C(=O)c2nc3nc(C)cc(C(F)F)n3n2)cc1 (stereo unspecified) | i
CCOc1ccccc1N(C)C(=O)C1CCCN(c2ncnc3c2nc2n3CCCCC2)C1 (stereo unspecified) | i
O=C(C1CCc2ccccc2O1)N1CCC(Cn2cc(C3CC3)nn2)CC1 (stereo unspecified) | i

The last 5 records of the section before are carried over, then new ones follow.
structure | FECH block
Cc1nnsc1CN(C)Cc1c(CO)cnc(C)c1O | i
CCCc1nc(N2CCC(N3CCCC(C(=O)N4CCN(C)CC4)C3)CC2)no1 (stereo unspecified) | i
Cc1ccc(C2CCCN2C(=O)c2nc3nc(C)cc(C(F)F)n3n2)cc1 (stereo unspecified) | i
CCOc1ccccc1N(C)C(=O)C1CCCN(c2ncnc3c2nc2n3CCCCC2)C1 (stereo unspecified) | i
O=C(C1CCc2ccccc2O1)N1CCC(Cn2cc(C3CC3)nn2)CC1 (stereo unspecified) | i
c1ccc(-c2ncn(CC3CNCCO3)c2-c2cccn2-c2cccnc2)cc1 (stereo unspecified) | i
O=C(NCc1ccc(Cl)cc1)c1cccn1-c1nnc(N2CCCCC2)s1 | i
CCc1ccccc1Nc1c(-c2ccc3c(c2)CCCC3)c(=O)c1=O | i
COc1ccc(NC(=O)N2CCC(Cc3cccc(C(N)=O)c3)C2)c(C)c1 (stereo unspecified) | i
Cc1cccc(C(=O)Oc2ccc(Nc3cc(C)nc4nc(-c5cccnc5)nn34)cc2)c1 | i
CCCNC(=O)[C@@H]1CCCC[C@@H]1C(=O)N(CC)CCO | i
CCC1=NOC(CNC(=O)CCc2nc3ccc(F)cc3[nH]2)C1 (stereo unspecified) | i
Cc1ccc2[nH]c3c(=O)n(CCC(=O)NCCc4ccc(S(N)(=O)=O)cc4)cnc3c2c1 | i
Cc1ccc(Nc2nc(NCc3ccc(F)cc3)nc3c2cnn3-c2ccccc2)cc1 | i
Cc1nc2ncnn2c(Sc2ccc(NS(=O)(=O)c3ccc(C(C)(C)C)cc3)cc2)c1C | i
CCN1CCc2c(sc(NC(C)=O)c2-c2nc3ccccc3s2)C1 | i
CCC1=NOC(C(=O)NCCn2c(C)cc(C)nc2=O)C1 (stereo unspecified) | i
Cc1cccc(-n2c(CN3CCN(S(=O)(=O)c4cccc(Cl)c4)CC3)nc3cccnc32)c1 | i
CCOc1ccccc1NC(=O)CN1CCN(Cc2ccccc2C)S1(=O)=O | +
CCOc1ccc(NC(=O)Nc2ccc(Sc3c(CC)c(C)nc4ncnn34)cc2)cc1 | i
CN1CCCn2nc(C(=O)NCc3coc(-c4ccccc4)n3)cc2C1 | i
Cc1cccnc1[C@H](C)NC(=O)c1c(C)nc2ncccn12 | i
CN(Cc1n[nH]c2c1CCC2)c1cc(NC2CC2)nc(N)n1 | i
Fc1ccccc1-c1noc(-c2ccc(-c3cn[nH]c3)nc2)n1 | i
COc1ccc(CN2[C@@H]3CC[C@H]2CN(C)C(=O)C3)cc1Cn1cccn1 | i
Cc1ccc(C(=O)NCC2CCN(Cc3nc4ccccc4[nH]3)C2)cn1 (stereo unspecified) | i
CC(C(=O)NCc1cccnc1-n1ccnc1)n1cnc2ccccc21 (stereo unspecified) | i
COc1cccc(Nc2nc(NCCC(C)C)nc3c2cnn3-c2ccccc2)c1 | i
CN(CCC1CCCCO1)C(=O)c1ccc(CSc2ncn[nH]2)o1 (stereo unspecified) | i
CSc1nc(Nc2cccc(C(F)(F)F)c2)c(C#N)c(-c2ccc(C)cc2)n1 | i
CCCn1c(CNS(=O)(=O)c2ccc(NC(=O)CC)cc2)nc2cccnc21 | i
COc1ccc(Cl)cc1S(=O)(=O)Nc1cnc(N(C)C)c(C(=O)O)c1 | i
CC(C)c1ccc2c(c1)-c1ccccc1S(=O)(=O)N2CC(=O)NCc1cccnc1 | +
Cc1nc(SCc2nc(-c3ccc(Cl)cc3)oc2C)[nH]c(=O)c1C | i
CN(Cc1n[nH]c2c1CCCCC2)S(=O)(=O)NCc1ccccc1 | i
Cn1ccnc1CN(CCn1c(=O)oc2ccccc21)C1CC1 | i
CN(C)CCNC(=O)c1nc[nH]c1C(=O)NCc1ccccc1 | i
CCCNC(=O)c1ccccc1NC(=O)CN1c2ccc(C(C)C)cc2-c2ccccc2S1(=O)=O | i
CN(C)CCCn1c(=O)c2cnc(-c3ccncc3)nc2n(C)c1=O | i
CN(C)c1ccccc1C(=O)N1CCC2(CC1)c1ccccc1[C@@H](N)[C@@H]2O | i
O=C(CN1C(=O)c2cccnc2Sc2ccccc21)NCCc1ccco1 | i
Cc1cc(N(C)C)nc(N2CCN(S(=O)(=O)c3ccc(F)cc3)CC2)n1 | +
COc1ccc(CCC(=O)NCc2nc3cccnc3n2Cc2ccc(C)cc2)cc1 | i
Cc1nc(N2C[C@H](O)[C@@H](N3CCCC3)C2)c2cnn(C)c2n1 | i
CCOc1ccccc1-c1nc(CSc2nc3c(c(=O)[nH]2)CCC3)c(C)o1 | i
CC(C)c1cc(C2CCN(C(=O)c3ccccc3-c3ncc[nH]3)CC2)[nH]n1 | i
COc1ccccc1N1CCC(NC(C)c2c(C)nn(C)c2C)CC1 (stereo unspecified) | i
CCC(C)N(Cc1ccc(CO)o1)Cc1ccccc1Cl (stereo unspecified) | i
CC(C)(C)c1cc(Cn2cnnc2)[nH]n1 | i
NS(=O)(=O)c1ccc(CCNC(=O)C2CCN(c3ccc(-c4cccs4)nn3)CC2)cc1 | i
COc1ccc(S(=O)(=O)N2CCN(S(=O)(=O)c3cc4c5c(c3)CCN5C(=O)CC4)CC2)cc1 | i
CCn1c(=O)n(Cc2cccc(OC)c2)c(=O)c2cnc(-c3ccc(Cl)cc3)nc21 | i
COC(=O)c1cccc(CN2CCC2c2ccc(F)cc2)n1 (stereo unspecified) | i
CCc1cc(N2Cc3cnn(CCO)c3C2)nc(N2CCCC2)n1 | i
COc1ccc(Nc2cc(C)nc(N3CCN(S(=O)(=O)c4cc(Cl)c(C)cc4OC)CC3)n2)cc1 | i
COc1cccc(-c2cn[nH]c2C2CCN(C3CCOCC3)CC2)c1 | i
CC1CCCCN1S(=O)(=O)c1ccc2c(c1)CCN2C(=O)CCC(=O)N1CCCCCC1 (stereo unspecified) | i
Cc1ccc(-c2nc3cccnc3n2CCN2CCN(C(=O)NCc3cccc(F)c3)CC2)cc1 | i
Cc1cnc(NCCN(C)S(C)(=O)=O)nc1N(C)C | i
Cc1nc(NCC(=O)NC(C)(C)C)cc(C2CCNCC2)n1 | i
CN(Cc1nc2ccc(F)cc2[nH]1)CC1CCNCC1 | i
CCC(C)NS(=O)(=O)c1cc(C(=O)N2CCCC2)cs1 (stereo unspecified) | i
Cc1ccc(Nc2c(-c3ccc4c(c3)CCCC4)c(=O)c2=O)cc1Cl | i
COCC1(C(=O)N2C[C@H](OC(C)C)[C@@H](O)C2)CCC1 | i
Cc1ccc(-c2cccc(C(=O)O)c2)nn1 | i

Going on with the list.
structure | FECH block
COCCn1c(CNS(=O)(=O)c2ccc(C(C)C)cc2)nc2cccnc21 | i
CCOc1cc(C2c3nc[nH]c3CCN2Cc2ccco2)ccc1OC (stereo unspecified) | i
Cc1ccc(C2(CN(C)Cc3cc(C(C)C)on3)CCNCC2)nc1 | i
CCc1ccc(-n2c(CN3CCN(S(=O)(=O)c4cccc(C)c4)CC3)nc3cccnc32)cc1 | i
Cc1cc(C(=O)N[C@@H]2C[C@H]3C(=O)NCC(=O)N3C2)c2ccc(C)c(C)c2n1 | i
Cc1cnc(N(C)CCCc2nccn2C)nc1N(C)C | i
COc1ccc(Cl)cc1Nc1nc(SC)nc(-c2ccc(Cl)cc2)c1C#N | i
CCNC(=O)C1CCN(c2cc(C(C)C)nc(C)n2)C1 (stereo unspecified) | i
COCC1(C(=O)NC2CC(=O)N(Cc3ccccc3C(F)(F)F)C2)CCC1 (stereo unspecified) | i
CN(C(=O)c1nc2ccccc2c(=O)[nH]1)C1Cc2ccccc2C1 | i
O=C(CN1CCN(Cc2ccccc2Cl)S1(=O)=O)NCCC1=CCCCC1 | i
CNCC(=O)NC(C)c1ccc(OC)c(F)c1 (stereo unspecified) | i
Cc1ncc(CN(C)C(C)c2ccccn2)[nH]1 (stereo unspecified) | i
Cn1c(=O)n(CC(=O)Nc2ccc(Cl)cc2)c(=O)c2cnc(-c3ccccc3)nc21 | i
CN(CCCc1cnn(C)c1)C(=O)c1cnn2ccn(C)c12 | i
CN(C)C(=O)c1ccc2c(c1)nc(CN1CCN(S(=O)(=O)N(C)C)CC1)n2C | i
CCC1=C(c2ccc(OC)cc2)S(=O)(=O)N(CC(=O)NC(C)CCc2ccccc2)C1=O (stereo unspecified) | i
CC(C(=O)Nc1cccc(NC(=O)CCc2ccccc2)c1)N1CCCC1=O (stereo unspecified) | i
CCCc1nc(N2Cc3cnc(Cc4ccc(OC)cc4)nc3C2)no1 | i
CCOc1ccc(-c2nc(CSc3nc(C(F)(F)F)cc(=O)[nH]3)c(C)o2)cc1OC | i
CSc1nc(-c2ccc(C)cc2)c(C#N)c(N2CCC(Cc3ccccc3)CC2)n1 | i
Cc1ccc(F)c(NC(=O)CCC(=O)N(C)Cc2ncc(C)[nH]2)c1 | i
O=C(CCN1CCOC(C(F)(F)F)C1)Nc1nnc(C2CC2)s1 (stereo unspecified) | i
CN(C)c1ncc(-c2nccn2CCc2ccccc2Cl)cn1 | i
CCCc1cc(Sc2ccc(NC(=O)Nc3ccc(CC)cc3)cc2)n2ncnc2n1 | i
CC(C)c1cc(C(=O)Nc2ccnn2Cc2cccc(Cl)c2)on1 | i
Cc1cc(N2CCOCC2)nc(N2CCN(S(=O)(=O)c3ccc(Br)cc3)CC2)n1 | i
Cc1cnc(NC(C)Cc2cccnc2)nc1N(C)C (stereo unspecified) | i
Cc1cc(C)n(CC(C)Nc2ncc(C)c(N(C)C)n2)n1 (stereo unspecified) | i
COc1cc(OC)c(N(C)C(=O)C2CCCN(c3ncnc4c3nc3n4CCCCC3)C2)cc1Cl (stereo unspecified) | i
Cc1cc(Sc2ccccc2NC(=O)C2CC2)n2nc(-c3ccccc3)nc2n1 | i
CCCC(=O)N1CCC(N2CCC(c3ccncc3)CC2)CC1 | i
O=C1NCC2(CCN(c3nccc(N4CCCC(O)C4)n3)CC2)O1 (stereo unspecified) | i
CCOc1ccc(C(=O)N(C)CCOc2ccc(C)cc2Cl)o1 | i
Cc1ccsc1[C@@H]1CCN(C(=O)CN(C)Cc2cccnc2)C[C@H]1O | i
COc1ccccc1-c1nc(CSc2nc(C(F)(F)F)cc(=O)[nH]2)c(C)o1 | i
COc1ccc(S(=O)(=O)N2CCN(c3nc(C)cc(N4CCOCC4)n3)CC2)cc1OC | i
Cn1nc(C(=O)NCc2ccccc2)c2c1CCN(C(=O)CC1CCCC1)C2 | i
Cc1cc(C)n2nc(CN(C(=O)c3ccco3)c3ccc(F)cc3)nc2n1 | +
CC1(C)CC(CCNc2ncnc3c2CCNC3)(c2ccccc2)CCO1 (stereo unspecified) | i
Cc1cccc(NC(=O)CN2CCN(Cc3ccccc3F)S2(=O)=O)c1 | i
CCN1CCN(C(=O)c2ccc3oc(=O)n(Cc4ccc(C)cc4)c3c2)CC1 | i
CNC(=O)c1ccc(Cn2c(=O)c3cc(OC)c(OC)cc3n(CC(=O)N3CCC(C)CC3)c2=O)cc1 | +
CC(C)(C)CN1CC(NC(=O)CCc2n[nH]c3c2CCCC3)CC1=O (stereo unspecified) | i
O=S(=O)(N1CCCCCC1)N1CC[C@H]2CC[C@@H](C1)N2 | i
Cc1n[nH]c(C)c1CCN(C)C(=O)c1cn(C2CCCCCC2)nn1 | i

Six records drawn at random from the list so far, as already listed:
structure | FECH block
CNC(=O)c1ccc(Cn2c(=O)c3cc(OC)c(OC)cc3n(CC(=O)N3CCC(C)CC3)c2=O)cc1 | +
O=S(=O)(N1CCCCCC1)N1CC[C@H]2CC[C@@H](C1)N2 | i
CCN1CCN(C(=O)c2ccc3oc(=O)n(Cc4ccc(C)cc4)c3c2)CC1 | i
Cc1n[nH]c(C)c1CCN(C)C(=O)c1cn(C2CCCCCC2)nn1 | i
Cc1cccc(NC(=O)CN2CCN(Cc3ccccc3F)S2(=O)=O)c1 | i
CC(C)(C)CN1CC(NC(=O)CCc2n[nH]c3c2CCCC3)CC1=O (stereo unspecified) | i

Screening results as filed in PubChem BioAssay.
